DUSP3 inh: DUSP3 (human) phosphatase inhibition. recombinant VHR phosphatase, pNPP absorbance. inhibition, % at 13.3 µM. 290,000 compounds, 0.52% hits; in the data active = inhibition above about 50%; note: some compounds called inactive have numbers as strong as hits
Target sequence (P51452 whole entry, looked up): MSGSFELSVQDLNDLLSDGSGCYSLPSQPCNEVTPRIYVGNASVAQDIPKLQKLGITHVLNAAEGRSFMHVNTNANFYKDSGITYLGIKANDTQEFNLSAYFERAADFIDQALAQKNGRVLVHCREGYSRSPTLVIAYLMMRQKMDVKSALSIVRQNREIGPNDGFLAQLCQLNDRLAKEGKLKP
SSB-PriA inh: K. pneumoniae PriA-SSBct interaction inhibition; AlphaScreen SSBct-PriA binding, biotinylated peptide; AID 1272365; inhibition, % at 33 µM; 430,000 compounds, 0.6% hits; in the data active = inhibition mostly above about 37%, no sharp cut-off; inactive = mostly below about 20%;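 note: plate controls were negative control peptide for no effect and reference peptide for full effect; strong numbers were not always called active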
Anthrax LF prot: blocks Bacillus anthracis lethal factor protease; inhibition, % at 10 µM; multiplex microsphere protease cleavage assay, LF; 360,000 compounds, 0.12% hits; P15917; note: plate controls were buffer without enzyme for full effect and enzyme alone for no effect
Target sequence (P15917 whole entry, looked up): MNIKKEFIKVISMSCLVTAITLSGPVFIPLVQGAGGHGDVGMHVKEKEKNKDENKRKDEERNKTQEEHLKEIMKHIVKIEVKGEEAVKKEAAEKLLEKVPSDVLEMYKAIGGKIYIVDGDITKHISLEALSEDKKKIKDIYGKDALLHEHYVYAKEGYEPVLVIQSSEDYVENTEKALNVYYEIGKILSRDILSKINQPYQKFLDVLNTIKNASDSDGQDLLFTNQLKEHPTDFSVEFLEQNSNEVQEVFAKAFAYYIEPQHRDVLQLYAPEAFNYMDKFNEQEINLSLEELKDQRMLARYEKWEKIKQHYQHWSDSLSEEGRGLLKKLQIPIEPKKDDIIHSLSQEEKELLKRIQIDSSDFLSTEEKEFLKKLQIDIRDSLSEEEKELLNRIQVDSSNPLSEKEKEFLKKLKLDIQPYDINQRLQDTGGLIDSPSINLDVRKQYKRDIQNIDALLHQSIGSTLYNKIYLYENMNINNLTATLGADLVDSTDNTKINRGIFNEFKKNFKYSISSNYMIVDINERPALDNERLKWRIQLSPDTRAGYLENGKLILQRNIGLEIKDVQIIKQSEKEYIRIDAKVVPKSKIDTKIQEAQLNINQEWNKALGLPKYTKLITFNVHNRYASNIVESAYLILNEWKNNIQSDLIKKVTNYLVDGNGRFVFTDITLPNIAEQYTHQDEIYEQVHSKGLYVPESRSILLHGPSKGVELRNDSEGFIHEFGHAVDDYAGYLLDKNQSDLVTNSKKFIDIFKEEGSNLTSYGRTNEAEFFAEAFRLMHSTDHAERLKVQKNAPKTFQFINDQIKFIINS
PfHsp40 rescue: restores yeast growth despite PfHsp40 toxicity; S. cerevisiae expressing PfHsp40, growth rescue, ATP luminescence; growth rescue, % at 12.5 µM; 340,000 compounds, 0.68% hits; AID 504582; in the data active = growth rescue above about 28%, passing the limit was not always enough; inconclusive = no clear call, values can overlap the other calls;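 note: yeast W303a lacking pdr1 and pdr3 grown in galactose medium; growth measured after three days at 30 °C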
BoNT-A LC inh2: blocks Botulinum neurotoxin A light chain protease; multiplex microsphere protease substrate cleavage, flow cytometry; inhibition, % at 10 µM; 360,000 compounds, 0.17% hits; AID 588499; note: plate controls were buffer without enzyme for full effect and enzyme alone for no effect
Vc quorum ag: inducers of Vibrio cholerae quorum light production without autoinducers; V. cholerae BH1578 lux reporter, luminescence, 6 h; activation, % at 18.7 µM; 350,000 compounds, 0.16% hits; AID 588436; in the data active = activation mostly above about 9.7%, no sharp cut-off; inconclusive = no clear call, values can overlap the other calls; inactive = mostly below about 3.7%; note: not every result past the cut was called active; inactives centre near 0; reference of the scale not given here
Yp Topo-I inh: blocks Yersinia pestis topoisomerase I activity; AID 504884; activity, % at 10 µM; Y. pestis Topo-I cleavage product accumulation, plate reader; 360,000 compounds, 0.064% hits; in the data active = activity above about 50%, passing the limit was not always enough; inconclusive = no clear call, values can overlap the other calls; note: inactives centre near 2
TcdB inh: TcdB glycohydrolase inhibition; P18177; TcdB glycohydrolase enzymatic assay, plate reader; inhibition, % at 9.99 µM; 350,000 compounds, 0.24% hits; in the data active = inhibition above about 10%
3CLpro inhibitor: SARS-CoV 3CLpro protease inhibition; P0C6X7; recombinant SARS-CoV 3CLpro, quenched FRET peptide cleavage; inhibition, % at 6 µM; 290,000 compounds, 0.14% hits; in the data active = inhibition above about 12%
CCHF vOTU inh: blocks the CCHF virus ovarian tumor domain protease | CCHFV vOTU protease, Pep-AMC fluorescence | inhibition, % at 11.5 µM | 370,000 compounds, 0.55% hits | AID 651958; in the data active = inhibition above about 30%; note: 0% = vehicle wells with enzyme and 100% = no enzyme wells
* marks the source's active call; other numbers are inactive results; & = joins results of further samples. Cut-off read from the data, not from the text of the source, unless noted: active = inhibition above about 30%; inconclusive = no clear call, values can overlap the other calls; inactive = below that. The list is partial; rates above refer to the full screens.

Cc1ccc2nc(N3C(=O)C(O)=C(C(=O)c4ccc(C)o4)C3c3cccc(O)c3)sc2c1 (stereo not given) was read as DUSP3 inh 32, SSB-PriA inh 3, Anthrax LF prot 5, PfHsp40 rescue 4.9, BoNT-A LC inh2 1.5, Vc quorum ag inactive, Yp Topo-I inh 6, TcdB inh 1.0, 3CLpro inhibitor 6 and CCHF vOTU inh 15.
Cc1cccc(-c2cc3nc(C)cc(NCCCn4ccnc4)n3n2)c1 was read as DUSP3 inh 46, SSB-PriA inh -14, Anthrax LF prot -2, PfHsp40 rescue -1.4, BoNT-A LC inh2 -0.6, Vc quorum ag 5.6, Yp Topo-I inh 21, 3CLpro inhibitor 0 and CCHF vOTU inh 3.
Screening CCOC(=O)c1cnc(-c2ccccc2)nc1Oc1ccc(OC)cc1 returned DUSP3 inh 15, SSB-PriA inh -18, Anthrax LF prot 5, PfHsp40 rescue 0.7, BoNT-A LC inh2 0.0, Vc quorum ag -1.5, Yp Topo-I inh 7, TcdB inh 1.1, 3CLpro inhibitor 0 and CCHF vOTU inh -10.
For O=C(Cc1cccc(C(F)(F)F)c1)NCc1cccnc1 the results were DUSP3 inh -46, SSB-PriA inh -16, Anthrax LF prot 8, PfHsp40 rescue -1.2, BoNT-A LC inh2 5.7, Vc quorum ag inactive, Yp Topo-I inh -3, TcdB inh -6.6, 3CLpro inhibitor 0 and CCHF vOTU inh 7.
For COc1ccccc1NC(=O)CSc1nnc(CCNC(=O)c2ccc(C)cc2)n1C the results were DUSP3 inh 35, SSB-PriA inh -6, Anthrax LF prot -6, PfHsp40 rescue 0.5, BoNT-A LC inh2 0.3, Vc quorum ag -0.4, Yp Topo-I inh -14, TcdB inh -1.3, 3CLpro inhibitor 2 and CCHF vOTU inh 0.
COc1ccc(Nc2nnc(SCC(=O)NC3CCS(=O)(=O)C3)s2)cc1 (stereo not given) was read as SSB-PriA inh -4, Anthrax LF prot -4, PfHsp40 rescue -0.7, BoNT-A LC inh2 0.2, Vc quorum ag 1.2, Yp Topo-I inh -3, TcdB inh 7.1 and CCHF vOTU inh 3.
`COc1ccc(N2C(=O)CSC2c2ccc3c(c2)OCO3)cc1` (stereo not given) gave DUSP3 inh 22, SSB-PriA inh -7, Anthrax LF prot 2, PfHsp40 rescue 1.7, BoNT-A LC inh2 -0.9, Vc quorum ag -1.7, Yp Topo-I inh 12, 3CLpro inhibitor -1 and CCHF vOTU inh 7.
Clc1ccc(C(c2nnnn2C2CCCC2)N2CCN(c3nc4ccccc4s3)CC2)cc1 (stereo not given) was read as SSB-PriA inh -6, Anthrax LF prot -4, PfHsp40 rescue -2.9, BoNT-A LC inh2 -0.7, Vc quorum ag -0.4, Yp Topo-I inh 19, TcdB inh 0.6, 3CLpro inhibitor -7 and CCHF vOTU inh -7.
Screening NS(=O)(=O)c1cccc(NC(=O)CSc2ncnc3ccccc23)c1 returned DUSP3 inh -8, SSB-PriA inh -4, Anthrax LF prot -1, PfHsp40 rescue 0.4, BoNT-A LC inh2 -0.8, Vc quorum ag -5.5, Yp Topo-I inh 3, TcdB inh 1.2, 3CLpro inhibitor 2 and CCHF vOTU inh 15.
O=C(CCNS(=O)(=O)c1cccc2nsnc12)NC1CCCc2ccccc21 (stereo not given) was read as DUSP3 inh -19, SSB-PriA inh -8, Anthrax LF prot 5, PfHsp40 rescue -0.5, BoNT-A LC inh2 0.3, Vc quorum ag -0.5, Yp Topo-I inh 5, 3CLpro inhibitor -4 and CCHF vOTU inh -13.
`COc1cccc(C(O)c2nccn2Cc2ccccc2)c1OC` (stereo not given) gave DUSP3 inh 21, SSB-PriA inh 2, Anthrax LF prot -7, PfHsp40 rescue -1.0, BoNT-A LC inh2 -2.7, Vc quorum ag inactive, Yp Topo-I inh 0, TcdB inh 0.8, 3CLpro inhibitor 0 and CCHF vOTU inh -8.
`CC1(C)CSC(=NCCc2ccccc2)N1` gave DUSP3 inh 21, SSB-PriA inh 2, Anthrax LF prot 0, PfHsp40 rescue 1.3, BoNT-A LC inh2 -2.1, Vc quorum ag -0.9, Yp Topo-I inh 3, TcdB inh -0.4, 3CLpro inhibitor 2 and CCHF vOTU inh 8.
`O=C(Nc1cccc(NC(=O)c2sc3ccccc3c2Cl)c1)c1ccco1` gave DUSP3 inh -4, SSB-PriA inh -5, Anthrax LF prot 0, PfHsp40 rescue 0.3, BoNT-A LC inh2 -0.2, Vc quorum ag -0.2, Yp Topo-I inh -5, TcdB inh 0.0, 3CLpro inhibitor -3 and CCHF vOTU inh -12.
For CCC1C(=O)NCCN1C(=O)c1cc(COc2cc(C)ccc2C)on1 (stereo not given) the results were DUSP3 inh 1, SSB-PriA inh -10, Anthrax LF prot -2, PfHsp40 rescue -0.4, BoNT-A LC inh2 0.6, Vc quorum ag 1.3, Yp Topo-I inh 7, TcdB inh -0.9, 3CLpro inhibitor 1 and CCHF vOTU inh 11.
Screening CCOC(=O)C1CCN(Cc2nnnn2CCc2ccccc2)CC1 returned DUSP3 inh -4, SSB-PriA inh -6, Anthrax LF prot -2, PfHsp40 rescue -1.4, BoNT-A LC inh2 -0.1, Vc quorum ag -0.1, Yp Topo-I inh -6, TcdB inh 0.4, 3CLpro inhibitor 7 and CCHF vOTU inh -6.
C[C@@H]1CN([C@H](C)CO)C(=O)CCCn2nncc2CO[C@H]1CN(C)Cc1ccccc1 was read as Anthrax LF prot 4, BoNT-A LC inh2 -0.2, Vc quorum ag inactive, Yp Topo-I inh 6, TcdB inh -0.2&0.6 and CCHF vOTU inh 9.
`COc1ccc(C(=O)Nc2ccccc2N2CCOCC2)cc1S(=O)(=O)N1CCCC1` gave SSB-PriA inh -8, Anthrax LF prot -10, PfHsp40 rescue -2.3, BoNT-A LC inh2 -1.0, Vc quorum ag inactive, Yp Topo-I inh 3, TcdB inh -1.4 and CCHF vOTU inh -3.
For CCOc1ccccc1NC(=S)N1CCN(c2nc(-c3cccc(OC)c3)cs2)CC1 the results were DUSP3 inh 19, SSB-PriA inh 8, Anthrax LF prot -10, PfHsp40 rescue 0.0, BoNT-A LC inh2 -0.2, Vc quorum ag -0.3, Yp Topo-I inh 30, TcdB inh 0.6, 3CLpro inhibitor 3 and CCHF vOTU inh -1.
`Cc1nn(CCC(N)=O)c2nc(-c3cccs3)cc(C(F)(F)F)c12` gave DUSP3 inh 16, SSB-PriA inh -9, Anthrax LF prot -1, PfHsp40 rescue -0.8, BoNT-A LC inh2 0.1, Vc quorum ag -0.2, Yp Topo-I inh 8, TcdB inh 0.0, 3CLpro inhibitor -5 and CCHF vOTU inh -129.
Screening O=C(CSc1ccc(Br)cc1)NCC1(N2CCCCC2)CCCCC1 returned SSB-PriA inh 0, PfHsp40 rescue 0.3, Vc quorum ag 0.5, Yp Topo-I inh 22, TcdB inh 1.9 and CCHF vOTU inh 1.
`Cc1ccc(O)c(C(=O)CC(=O)c2ccc(Cl)cc2)c1` gave DUSP3 inh -2, SSB-PriA inh 12, Anthrax LF prot 5, PfHsp40 rescue -1.9, BoNT-A LC inh2 -1.1, Vc quorum ag inactive, Yp Topo-I inh -5, TcdB inh 1.5, 3CLpro inhibitor -2 and CCHF vOTU inh 12.
Screening CCOC(=O)c1cc(C(O)(C(=O)OC)C(F)(F)F)c(/N=C/N(C)C)o1 (stereo not given) returned DUSP3 inh 23, Anthrax LF prot -2, PfHsp40 rescue 0.0, BoNT-A LC inh2 -1.2, Yp Topo-I inh -5, 3CLpro inhibitor -2 and CCHF vOTU inh 24.
Screening Cn1cc(/C=C/C(=O)N2CCCC(C(=O)c3cccc4ccccc34)C2)cn1 (stereo not given) returned DUSP3 inh 0, SSB-PriA inh 1, Anthrax LF prot 0, PfHsp40 rescue 1.0, BoNT-A LC inh2 0.0, Vc quorum ag -0.5, Yp Topo-I inh 3, TcdB inh 1.0, 3CLpro inhibitor -2 and CCHF vOTU inh 5.
`CCN(CC)S(=O)(=O)c1ccc2c(c1)N(CC(=O)N(CCc1ccncc1)C(C)C)C(=O)CO2` gave DUSP3 inh 21, SSB-PriA inh -2, Anthrax LF prot 2, PfHsp40 rescue -0.8, BoNT-A LC inh2 -0.8, Vc quorum ag -0.3, Yp Topo-I inh -1, TcdB inh 1.6, 3CLpro inhibitor -5 and CCHF vOTU inh 9.
For O=C(CN1CCN(c2ccccc2F)CC1)Nc1ccc2c(c1)CCC2 the results were DUSP3 inh -7, SSB-PriA inh 4, Anthrax LF prot -1, PfHsp40 rescue -0.2, BoNT-A LC inh2 -0.3, Vc quorum ag -0.3, Yp Topo-I inh 1, TcdB inh 0.7, 3CLpro inhibitor 0 and CCHF vOTU inh -3.
`CN(C)c1ccc(C(CNS(=O)(=O)c2cccc([N+](=O)[O-])c2)N2CCOCC2)cc1` (stereo not given) gave SSB-PriA inh 5, Anthrax LF prot -2, PfHsp40 rescue -0.5, BoNT-A LC inh2 2.8, Vc quorum ag -1.5, Yp Topo-I inh -4, TcdB inh 1.9 and CCHF vOTU inh -7.
CC[n+]1c(/C=C/c2ccc(N(C)C)cc2)ccc2ccccc21 was read as DUSP3 inh 43, SSB-PriA inh 15, Anthrax LF prot 4, PfHsp40 rescue 19, BoNT-A LC inh2 12, Vc quorum ag -0.3, Yp Topo-I inh -37, TcdB inh 7.4, 3CLpro inhibitor -1 and CCHF vOTU inh 11.
Screening COc1ccc(C(=O)C2CCCN(Cc3cnc(C)s3)C2)c(OC)c1 (stereo not given) returned DUSP3 inh 20, SSB-PriA inh -19, Anthrax LF prot -5, PfHsp40 rescue 0.0, BoNT-A LC inh2 -1.7, Vc quorum ag inactive, Yp Topo-I inh inconclusive, TcdB inh 1.0, 3CLpro inhibitor 6 and CCHF vOTU inh 11.
`O=C(CSc1nnc(C2CC2)n1-c1ccccc1)NC1CCS(=O)(=O)C1` (stereo not given) gave SSB-PriA inh -8, Anthrax LF prot -2, PfHsp40 rescue -1.0, BoNT-A LC inh2 0.2, Vc quorum ag inactive, Yp Topo-I inh -7, TcdB inh 0.9 and CCHF vOTU inh -3.
For Cc1nn(C)c(C(=O)NNC(=S)NCc2ccco2)c1Br the results were DUSP3 inh 8, SSB-PriA inh -5, Anthrax LF prot -4, PfHsp40 rescue -0.2, BoNT-A LC inh2 -0.7, Vc quorum ag -0.3, Yp Topo-I inh 8, TcdB inh -0.3, 3CLpro inhibitor -4 and CCHF vOTU inh -4.
For O=C(CC12CC3CC(CC(C3)C1)C2)N/N=C\c1ccc[nH]1 the results were DUSP3 inh 29, Anthrax LF prot -2, PfHsp40 rescue 0.5, BoNT-A LC inh2 -0.5, Vc quorum ag -0.2, Yp Topo-I inh 1, TcdB inh 0.2, 3CLpro inhibitor 3 and CCHF vOTU inh -1.
`O=C(CSc1nnc(Nc2ccccc2)s1)NCC1CCCO1` (stereo not given) gave SSB-PriA inh -10, PfHsp40 rescue -0.5, Vc quorum ag inactive, Yp Topo-I inh -11, TcdB inh 0.0 and CCHF vOTU inh -20.
`COc1ccc(-c2ccc(-c3noc(-c4ccccc4F)n3)c(OC)n2)cc1` gave DUSP3 inh 9, SSB-PriA inh -6, Anthrax LF prot 0, PfHsp40 rescue 1.3, BoNT-A LC inh2 0.9, Vc quorum ag -2.2, Yp Topo-I inh 10, 3CLpro inhibitor 1 and CCHF vOTU inh -11.

Retrieved by structure from the entries so far, 2 records:
Screening COc1ccc(C(=O)C2CCCN(Cc3cnc(C)s3)C2)c(OC)c1 (stereo not given) returned DUSP3 inh 20, SSB-PriA inh -19, Anthrax LF prot -5, PfHsp40 rescue 0.0, BoNT-A LC inh2 -1.7, Vc quorum ag inactive, Yp Topo-I inh inconclusive, TcdB inh 1.0, 3CLpro inhibitor 6 and CCHF vOTU inh 11.
CC[n+]1c(/C=C/c2ccc(N(C)C)cc2)ccc2ccccc21 was read as DUSP3 inh 43, SSB-PriA inh 15, Anthrax LF prot 4, PfHsp40 rescue 19, BoNT-A LC inh2 12, Vc quorum ag -0.3, Yp Topo-I inh -37, TcdB inh 7.4, 3CLpro inhibitor -1 and CCHF vOTU inh 11.
